# Screens from PubChem.
# Mito fusion yeast: inhibitors of mitochondrial division or activators of mitochondrial fusion; S. cerevisiae fusion-defective mutant growth rescue, CellTiterGlo 48 h; Potency, µM (series often up to 46.1 µM), without a hit: top-dose growth rescue (activation), actives largely listed as activators; 320,000 tested, 0.23% active; AID 485298;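 note: potency is the fitted concentration of half-maximal effect; % of control where 0% means no effect; nearly all actives have a fitted effect of over 45% in size; temperature-sensitive fusion mutants such as fzo1-1 at 37 °C on non-fermentable ethanol glycerol medium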
#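 Read-out: ATP-based luminescence (CellTiterGlo, 10 min ambient) reporting growth of fusion-defective ts yeast after 48 hours at 37C on glycerol/ethanol YPEG medium in the presence of compound.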
# KCNH2 WT inh: blocks the wildtype human KCNH2 potassium channel | 340,000 tested, 0.37% active | AID 720551 | U2OS, BacMam KCNH2, thallium flux FluxOr; stronger effect = lower value | activity change, % at 1.84 µM;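 active = maximum activity change below -70%; inconclusive = maximum activity change between -70% and -50%; inactive = maximum activity change above -50%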; note: % is set by controls: 0 for no effect and ±100 for the full control effect
#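 U2OS cells transduced with wild-type KCNH2 virus are loaded with FluxOr dye for 45 min, and thallium flux is measured in kinetic reads before and after stimulation buffer. Rate constants are normalized to DMSO controls.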
# KCNH2 3.1 block: inhibitors of human KCNH2 3.1 potassium channel isoform. U2OS KCNH2 3.1, thallium flux FluxOr; stronger effect = lower value. activity change, % (tested at about 1.8 µM). 340,000 tested, 0.95% active. AID 720553;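 active = maximum activity change below -70%; inconclusive = maximum activity change from -70% to -50%; inactive = maximum activity change above -50%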;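 note: thallium influx rate constant from kinetic fluorescence after stimulation buffer; % is set by controls: 0 for no effect and ±100 for the full control effect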
#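 Thallium flux read-out: FluxOr dye with Red40 quencher in HBSS/HEPES, 45 min at RT. Rate constants from kinetic reads were normalized to positive and negative DMSO controls. Cells: U2OS virally expressing the 3.1 isoform.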
# AT treatment: candidate therapy for ataxia-telangiectasia | 320,000 tested, 0.19% active | AID 485349 | Potency, µM (doses to about 57.5 µM), for the others: top-dose activation, most hits filed as activators | […] A-T fibroblasts, KAP-1 phosphorylation AlphaLISA; neocarzinostatin DNA damage 30 min before lysis; note: potency is the fitted concentration of half-maximal effect; % of control where 0% means no effect; nearly all actives have a fitted effect of over 45% in size
#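 hTERT-immortalized A-T patient fibroblasts ([…]), 500 cells/well in OPTI-MEM, 1% FBS, got compounds for 60 min, then NCS for 30 min at 37C. Lysates were then assayed for phospho-KAP-1 by AlphaLISA (anti-pKAP1 donor, anti-KAP1 acceptor beads), 6 hr at 25C.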
# Eya2 phos inh: Eya2 (human) phosphatase inhibition | O00167 | recombinant Eya2, OMFP fluorescence dephosphorylation (OMFP is methylfluorescein phosphate) | Potency, µM (doses to about 76.9 µM), for the others: top-dose activity, negative = inhibition, actives largely listed as inhibitors | 330,000 tested, 0.006% active; note: potency is the fitted concentration of half-maximal effect; % is set by controls: 0 for no effect and ±100 for the full control effect
#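 Eya2 (0.2 uM) preincubated 10 min at ambient with compound, then OMFP substrate added at 50 uM; 10 min reaction in 50 mM HEPES pH 7.5, 50 mM NaCl, 5 uM MgCl2, 0.05% BSA, 1 mM DTT. Fluorescence read at Ex 485/Em 525 nm.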
# TSHR antagonist: blocks TSH signaling through the human TSH receptor | P16473 | activity change, negative = inhibition, % at 11.5 µM | 330,000 tested, 0.2% active | AID 504810 | TSHR-expressing cells, TSH-stimulated cAMP HTRF, 2 h; stronger effect = lower value;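 active = activity change below a set negative limit, meaning inhibition stronger than a set level, cut at about -70% in these data; inconclusive = activity change between two set negative limits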; note: % is set by controls: 0 for no effect and ±100 for the full control effect
#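 TSHR-expressing cells were treated with compounds, then stimulated with TSH at EC80 (4nM final) for 2 hours at 37 deg C. Cellular cAMP was measured by HTRF competition between lysate cAMP and cAMP-d2 for a cryptate-labelled anti-cAMP antibody.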
# TCR activator: activates T cell receptor signaling; primary human leukocytes, anti-CD3, IL-2 HTRF, 48 h; Potency, µM (highest dose often 9.22 µM), for inactives: at the top dose activation of IL-2 secretion, usual class: activators; 330,000 tested, under 10 active; AID 504894; note: % of control where 0% means no effect
#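 Readout: HTRF IL-2, Eu-cryptate/d2 antibody pair, 320nm excitation, 665nm emission. Stimulus: a-CD3 beads, no co-stimulation. Cells: primary human leukocytes. Exposure: 48 hr with compound.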
# ELG1 DNA repair: inhibitors of ELG1-dependent DNA repair in HEK293T cells; HEK293T ELG1-luciferase reporter, luminescence, 16 h; DNA damage induced by 5-fluorouridine; Potency, µM (titrated, usually from 46.1 µM), without a hit: at the highest dose activity change, negative = inhibition, usual class: inhibitors; AID 504467; 330,000 tested, 2.3% active; note: potency is the fitted concentration of half-maximal effect; % is set by controls: 0 for no effect and ±100 for the full control effect; nearly all actives have a fitted effect of over 55% in size
#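 Reporter activity after DNA damage by 5-fluorouridine is monitored. Compound-treated cells incubate 16 hr at 37 °C, then ONE-Glo is added for 30 min before luminescence reading.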
# TRPV1 ag: activates the human vanilloid receptor TRPV1; AID 540275; Q8NER1; 320,000 tested, 0.19% active; activation, % at 8.33 µM; TRPV1-expressing cells, Fluo-8 calcium influx, agonist mode; in the data active = activation above about 80%; inconclusive = between about 30% and that limit; note: 0% is about no effect
# Target sequence (Q8NER1 whole entry, looked up): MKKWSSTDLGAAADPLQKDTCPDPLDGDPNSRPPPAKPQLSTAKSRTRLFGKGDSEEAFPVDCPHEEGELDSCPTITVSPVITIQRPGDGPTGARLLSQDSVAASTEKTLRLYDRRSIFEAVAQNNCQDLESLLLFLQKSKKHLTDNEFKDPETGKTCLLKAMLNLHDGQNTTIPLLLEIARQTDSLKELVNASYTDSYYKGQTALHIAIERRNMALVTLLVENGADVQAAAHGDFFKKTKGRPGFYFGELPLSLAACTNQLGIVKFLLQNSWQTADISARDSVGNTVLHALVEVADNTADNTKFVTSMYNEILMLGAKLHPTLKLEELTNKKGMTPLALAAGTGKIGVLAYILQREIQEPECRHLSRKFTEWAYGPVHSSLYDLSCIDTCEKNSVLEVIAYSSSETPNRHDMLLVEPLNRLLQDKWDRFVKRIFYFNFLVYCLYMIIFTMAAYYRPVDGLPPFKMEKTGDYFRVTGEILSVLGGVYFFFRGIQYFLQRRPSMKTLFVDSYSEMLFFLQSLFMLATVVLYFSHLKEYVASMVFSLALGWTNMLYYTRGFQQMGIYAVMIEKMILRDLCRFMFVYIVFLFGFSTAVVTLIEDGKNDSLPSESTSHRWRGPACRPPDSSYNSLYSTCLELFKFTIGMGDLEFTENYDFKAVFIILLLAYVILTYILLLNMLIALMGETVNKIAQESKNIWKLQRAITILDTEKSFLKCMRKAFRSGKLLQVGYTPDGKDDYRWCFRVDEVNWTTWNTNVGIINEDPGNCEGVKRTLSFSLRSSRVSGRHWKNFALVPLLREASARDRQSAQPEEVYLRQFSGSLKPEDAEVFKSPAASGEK
#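 TRPV1-expressing cells were cultured overnight at 35.5C and loaded with Fluo-8 calcium dye for 40 to 90 min at room temperature. After a 10 s baseline, compound was added and calcium influx was read kinetically for 3 min (ex 480/em 520 nm).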
# USP2a inh: USP2a (human) protease inhibition. Potency, µM (doses to about 38.3 µM), for inactives: at the top dose activity change, negative = inhibition, actives largely listed as inhibitors. USP2 core, Ub-CHOP2 coupled fluorogenic reporter, 485/531. 330,000 tested, 0.01% active;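 note: potency is the fitted concentration of half-maximal effect; plate controls were DMSO wells for no effect and full inhibition by NEM control for full effect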
#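 USP2 core (10nM final) preincubated 30min RT with compound in 20mM Tris-HCl pH 8.0, 2mM CaCl2, 2mM beta-mercaptoethanol, 0.05% CHAPS; 25nM Ub-CHOP2 plus 25nM reporter substrate added, fluorescence (Ex485/Em531) read after 60min.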
# * = called active by the depositor; i = inactive; u = inconclusive; x = no result given; [ ] = dose if it differs, or a comment. Unless noted, calls come from the whole dose curve; as a rule, active = well fitted curve in the direction sought with a large enough effect; inconclusive = small, poorly fitted or top-dose-only effect, or another doubt; inactive = no such curve, though single readings can be large; an effect the other way counts as inactive or inconclusive. Some of the compounds tested. The share of hits here may be higher or lower than overall.
SMILES,Mito fusion yeast,KCNH2 WT inh,KCNH2 3.1 block,AT treatment,Eya2 phos inh,TSHR antagonist,TCR activator,ELG1 DNA repair,TRPV1 ag,USP2a inh
Cc1ccc(CNC(=O)C2CC(=O)N(C3CCCC3)C2)cc1 (stereo not drawn),-1%,-2,3,-5%,6%,-1,2%,14%,2,-1%
O=C(C1CCCN(Cc2nc(-c3cccs3)no2)C1)N1CCOCC1 (stereo not drawn),1%,0,-40,4%,-4%,5,14%,13%,5,-2%
CC1C(=O)Nc2ccc(S(=O)(=O)NCc3ccc(Cl)cc3)cc2NC1=O (stereo not drawn),3%,-8,-34,-13%,8%,26,4%,1%,2,-1%
CCN(CC)CCc1nc(-c2ccccc2)no1,-5%,4,-3,9%,0%,9,-8%,23%,0,2%
COc1ccc(CNC(=O)CN(C(=O)c2snc(C(N)=O)c2N)c2cccc(F)c2)cc1,1%,-7,-4,1%,-1%,-5,-4%,-11%,-1,-2%
Cc1ccc(OCc2nnc(SCC(=O)O)n2N)cc1,-2%,-7,1,-1%,-20%,24,x,-21%,4,2%
Cc1ccc(/C=N/n2c(-c3ccc(Cl)cc3)n[nH]c2=S)o1,1%,5,7,-4%,23%,-3,-1%,8%,3,0%
Cc1cccc(C)c1NC(=O)Cn1cc(C=O)c2ccccc21,3%,-16,7,-9%,4%,-3,9%,u,3,0%
Cc1nn(-c2ccccc2)c(Cl)c1/C=C(\CC(=O)O)c1nc2ccccc2s1,18%,-3,-1,3%,-4%,-11,-4%,15%,5,-7%
O=C(CNC(=O)c1ccc(=O)[nH]c1)Nc1ccc(F)c(F)c1,-9%,4,17,3%,3%,12,4%,-2%,0,0%
CC(C)C[C@H](NC(=O)C1CCC(CNC(=O)[C@@H]2CCCN2C(=O)OC(C)(C)C)CC1)C(=O)O (stereo partly drawn),-3%,-17,9,5%,3%,-4,-3%,2%,0,-1%
Cc1ccc(/C(=N\O)c2oc3c(C)c4oc(=O)cc(C)c4cc3c2C)cc1,7.1µM*,-2,-24,-4%,1%,3,-2%[46.1 µM],21µM*,0,2%
O=C(Cn1c(NCCCO)nc2ccccc21)c1ccco1,0%,8,17,6%,9%,-2,6%,4%,3,0%
CN(CC(=O)Nc1ccc(Cl)c(S(=O)(=O)N2CCOCC2)c1)C(=O)c1cccs1,-3%,25,2,4%,-17%,2,-1%,-12%,4,1%
O=S(=O)(c1cc(O)ccc1O)c1cccc2c(S(=O)(=O)c3cc(O)ccc3O)cccc12,-1%,0,-2,18%,19%,-5,4%,-4%,3,1%
CCC1=NN2C(=N)/C(=C\c3cccn3-c3ccc(Br)cc3)C(=O)N=C2S1,-8%,-1,8,-1%,9%,-2,3%,-7%,1,-1%
Cc1nn(-c2ccccc2)nc1C(=O)Nc1ccc2[nH]ncc2c1,3%,5,5,0%,-8%,-8,6%,-16%,91*,4%
COc1ccc(N2CCN(C(=O)c3oc4ccccc4c3NC(=O)CCc3cc(OC)no3)CC2)cc1,5%,3,9,3%,3%,5,6%,-21%,-1,-1%
c1coc(CNc2nc3nonc3nc2NCc2ccco2)c1,-5%,-7,-8,7%,-12%,0,x,0%,16,4%
O=C(CN1N=C(c2ccc(Cl)cc2)CCC1=O)NCCN1CCc2ccccc2C1,-14%,3,-2,0%,-12%,7,-3%[46.1 µM],-4%,8,0%
CC[C@@]1(C(=O)OC)N[C@H](CN(C)C(=O)c2ccccc2)[C@@H]2C(=O)N(C)C(=O)[C@@H]21,x,2,-24,0%,-3%,0,-2%,15%,x,1%
COc1cccc(CN2c3ccc(Br)cc3C(=O)CS2(=O)=O)c1,-4%,-8,-2,-10%,1%,12,-6%,u,-3,-2%
FC(F)Oc1ccccc1C1CC(c2ccc(Br)s2)Nc2ncnn21 (stereo not drawn),1%,-6,-4,-4%,8%,-7,2%,3%,7,0%
O=C(/C=C/c1ccco1)NC(=S)Nc1ccccc1,-20%,11,-1,-8%,-1%,-15,0%,u,3,0%
O=C(Nc1ccccc1C(=O)O)c1cccc(S(=O)(=O)Nc2ccc(Br)cc2)c1,1%,-3,-22,-2%,-3%,-8,0%,-12%,-1,2%
# Carrying on.
SMILES,Mito fusion yeast,KCNH2 WT inh,KCNH2 3.1 block,AT treatment,Eya2 phos inh,TSHR antagonist,TCR activator,ELG1 DNA repair,TRPV1 ag,USP2a inh
CN(C)c1nc(Nc2ccc(Cl)c(Cl)c2)nc(N(C)C)n1,0%,8,-12,13%,11%,-5,-3%,3%,0,0%
Nc1ccc(-c2nnnn2-c2ccc(N)cc2)cc1,2%,9,-6,-9%,6%,3,4%,-4%,8,0%
CC(C)Cc1nc2sc3c(=O)[nH]cnc3c2c2c1CCC2,8%,4,-2,4%,2%,15,-3%[46.1 µM],14%,0,1%
CCOc1ccc(C(=O)c2nc3c(n2O)CCCCC3)cc1,1%,35,x,-3%,8%,0,-8%[46.1 µM],u,6,3%
CCn1c(CNC(=O)C23CC4CC(CC(C4)C2)C3)nnc1SC,-25%,-26,6,3%,2%,6,x,-6%,-4,0%
O=C(NCCN1CCOCC1)[C@H](Cc1ccccc1)N1C(=O)c2ccccc2C1=O,0%,1,-3,5%,7%,2,-2%,5%,-1,0%
CC12CCC(CC1=O)C2(C)C (stereo not drawn),-2%,-5,1,-7%,-4%,11,-4%,u,-1,-1%
Cc1ccc(N(C)S(=O)(=O)c2nnc(NC(=O)c3ccco3)s2)cc1,u,-4,35,1%,4%,1,-2%,-3%,-3,2%
O=C(CSc1cccc2cccnc12)Nc1ccccc1F,-4%,2,-31,5%,1%,-9,-1%,13%,2,3%
C=CCN(Cc1nc(-c2cc(OC)ccc2OC)oc1C)C1CCS(=O)(=O)C1 (stereo not drawn),2%,6,11,5%,0%,2,0%,-8%,0,10%
Cc1cc(S(=O)(=O)Nc2ccc3cn[nH]c3c2)c(C)cc1Cl,11µM*,-4,5,6%,-8%,-6,-4%,-5%,29,-1%
CN(CC(=O)NNC(=O)c1cccnc1)S(=O)(=O)c1cc(Cl)ccc1Cl,-6%,i,4,2%,u,-7,0%,-12%,4,-2%
NCCc1nnc(SCc2ccccc2)o1,0%,16,13,0%,-31%,6,1%,5%,1,-2%
O=C(NC1CCCCCCC1)C1c2ccccc2C(=O)N1Cc1ccco1 (stereo not drawn),-1%,1,3,-1%,11%,-13,x,-4%,3,0%
Cc1nc2ncnn2c(C)c1CCC(=O)O,-3%,-15,4,1%,17%,1,-2%,3%,-1,0%
Cc1cccc(-c2cc3c(nn2)-c2ccccc2C3=O)c1,7%,-8,5,4%,14%,2,0%,u,4,0%
CC(=O)Nc1cccc(OC(=O)COc2ccc(Br)cc2)c1,0%,-9,3,1%,-5%,-1,-3%[46.1 µM],u,8,2%
COCCn1c(SCC(=O)N2CCCc3ccccc32)nnc1-c1ccoc1C,-2%,-29,-11,0%,-20%,0,0%[46.1 µM],-11%,1,0%
CC1(c2ccccc2)NC(=O)N(CC(=O)Nc2ccc(S(N)(=O)=O)cc2)C1=O (stereo not drawn),-4%,6,4,4%,-2%,12,-8%,-15%,0,-2%
COc1ccc2cc(C(=O)C3CCCN(Cc4ccccn4)C3)ccc2c1 (stereo not drawn),-19%,-7,-3,5%,-4%,0,-5%,-13%,5,0%
c1ccc2c(c1)NC(CN1CCOCC1)CO2 (stereo not drawn),2%,2,0,3%,-11%,-5,12%,1%,0,1%
COc1ccccc1/C=C1\SC(=S)N(CCC(=O)NC2=NCCS2)C1=O,-3%,1,-12,3%,-2%,4,-3%[46.1 µM],-11%,-4,-1%
COc1ccc(Cl)cc1C(=O)Nc1ccc2nc3n(c(=O)c2c1)CCCC3,2%,5,7,-7%,9%,-3,2%,-5%,-2,-1%
CC(CC(=O)N1CCN(S(=O)(=O)c2ccc([N+](=O)[O-])cc2)CC1)c1ccccc1 (stereo not drawn),3%,11,-26,2%,-9%,1,3%,7%,18,2%
Cc1nc2scc(C)n2c(=O)c1S(=O)(=O)Nc1ccc(N2CCN(C(=O)C(C)C)CC2)cc1,-48%[inhibitor],-11,0,-1%,7%,3,1%,u,5,2%
CCOc1cc(C2C3=C(CC(C)(C)CC3=O)N(CCOC)C3=C2C(=O)CC(C)(C)C3)ccc1O,0%,4,23,-9%,0%,7,-2%,-21%,1,-1%

# Three of the compounds above, with values under each structure.
# Under each structure – Mito fusion yeast	KCNH2 WT inh	KCNH2 3.1 block	AT treatment	Eya2 phos inh	TSHR antagonist	TCR activator	ELG1 DNA repair	TRPV1 ag	USP2a inh
- CCOc1ccc(C(=O)c2nc3c(n2O)CCCCC3)cc1
    1%	35	x	-3%	8%	0	-8%[46.1 µM]	u	6	3%
- CCn1c(CNC(=O)C23CC4CC(CC(C4)C2)C3)nnc1SC
    -25%	-26	6	3%	2%	6	x	-6%	-4	0%
- O=C(NCCN1CCOCC1)[C@H](Cc1ccccc1)N1C(=O)c2ccccc2C1=O
    0%	1	-3	5%	7%	2	-2%	5%	-1	0%
